# AI-2 QS mod: Vibrio harveyi AI-2 quorum sensing modulators, primary screen, JMH597 strain, luminescence/OD600 ratio; Vibrio harveyi JMH597 AI-2 luminescence/OD600 ratio, 9 h; hits give low values; strain lacks LuxN and CqsS sensors; 0 = neutral-control median; hit rate 0.4% among 300,000; AID 2094, 2009; activity change, % at 7.5 µM; in the data active = activity change below about -75%, passing the limit was not always enough;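 note: luminescence divided by OD600 gain over 9 h not by final OD600 alone; inactives centre near 13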
# DYRK1A inh: rat Dyrk1A kinase inhibitors, primary screen, biochemical, single point, plate reader | inhibition, % at 12.5 µM | ADP-Glo luminescence, NFATc1 peptide | hit rate 0.43% among 310,000; in the data active = inhibition above about 50%;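 note: plate controls were vehicle with enzyme for no effect and no enzyme for full effect; many of its hits are not listed in these tables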
# Platelet DG rel: inhibitors of platelet dense granule secretion, primary screen, cell-based, MLPCN, human platelets; human platelet-rich plasma, SFLLRN dense granule ATP release, luminescence; inhibition, %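 (compounds screened at 7.5 µM in platelet-rich plasma)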; hit rate 0.22% among 300,000; AID 1663, 2009;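 active = mean replicate score, as percent of positive control, at or above 50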
# HSP90 inh: HSP90 inhibitors, primary screen, cell lysate, luminescence; Heat shock protein HSP 90 (rabbit reticulocyte lysate; luciferase refolding); Rabbit reticulocyte lysate, luciferase refolding luminescence, 3 h; inhibition, % at 5.6 µM; hit rate 0.91% among 290,000; AID 1789, 2009;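 active = inhibition above the screen-wide mean plus 3 SD, computed separately per campaign, cut at about 16% in these data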;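 note: 0% = DMSO wells and 100% = 60 µM geldanamycin wells; inhibitors lower the luminescence because luciferase stays unfolded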
# HSF-1 act: HSF-1 activators, primary screen, NIH3T3-HGL cells, MG132 stress, luminescence, single point; activation, % at 9 µM; NIH3T3-HGL HSF-1 luciferase reporter, 8 h; 100% = twice DMSO control signal; hit rate 1.7% among 300,000;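 active = mean replicate activation of at least 50% with a set share of replicates each reaching 50%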;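 note: 0% = median of the neutral control wells and 100% = twice that signal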
# GSK3 alpha inh: blockers of GSK3A enzyme activity – biochemical, luminescence, cell-free homogeneous, HTS, primary screen; AID 2650, 2010; GSK-3 alpha kinase, ADP-Glo luminescence, 60 min; hit rate 0.1% among 320,000; Glycogen synthase kinase-3 alpha (Homo sapiens), P49840; inhibition, % at 10 µM;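 in the data active = inhibition above about 50%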;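 note: GST-tagged GSK-3 alpha with peptide substrate and 25 µM ATP; 0% = DMSO neutral wells and 100% = GW8510 positive control wells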
# HSF1 inh: HSF1 inhibitors in luciferase reporter cells, primary screen, cell-based, NIH3T3, luminescence. AID 2098, 2009. activity change, negative = inhibition, % at 7.5 µM (by protocol). NIH3T3-HGL HSE-luciferase, MG132-induced, luminescence 8 h; hits give low values. hit rate 0.77% among 300,000;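 active = more than half of replicate wells show activity change below -50%, luminescence cut by over half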;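 note: luciferase reports HSF-1 transcriptional activity via heat shock element; 0% = median of DMSO wells and -100% = zero luminescence signal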
# GSK3B inh: human GSK3beta kinase inhibitors, primary screen, biochemical, cell-free homogeneous, HTS | GST-GSK3beta kinase, ADP-Glo luminescence, 60 min; hits give low values | activity score (negative = inhibition), % at 10 µM | hit rate 0.038% among 300,000 | AID 2097, 2009;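 active = more than half of replicate wells score below -50%, meaning over 50% inhibition versus plate controls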;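 note: 0% = median DMSO wells and -100% = median GW8510 positive control wells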
# Target sequence (P49841 whole entry, looked up): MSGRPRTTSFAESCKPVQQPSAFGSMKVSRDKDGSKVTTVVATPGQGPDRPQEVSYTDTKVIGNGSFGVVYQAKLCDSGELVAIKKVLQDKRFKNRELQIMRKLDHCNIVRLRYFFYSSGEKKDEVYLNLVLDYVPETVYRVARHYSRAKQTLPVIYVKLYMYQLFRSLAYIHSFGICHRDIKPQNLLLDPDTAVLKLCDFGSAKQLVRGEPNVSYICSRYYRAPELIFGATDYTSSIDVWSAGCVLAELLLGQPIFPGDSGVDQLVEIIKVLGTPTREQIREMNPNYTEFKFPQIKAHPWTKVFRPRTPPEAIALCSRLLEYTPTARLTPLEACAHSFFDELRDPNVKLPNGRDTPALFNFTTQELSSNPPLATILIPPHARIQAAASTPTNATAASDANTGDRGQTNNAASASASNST
#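 Test system: GST-fused GSK3beta enzyme, cell-free | Quantity: 1.6 ng GST-GSK3beta enzyme per well | Reagent: 25 µM ATP with peptide substrate | Schedule: 60 min enzyme reaction, room temperature | Signal: Luminescent ADP-Glo measurement of ADP formed | Read-out basis: Score relative to plate controls | Control set: DMSO and 20 µM GW8510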
# PolyA inh: polyadenylation inhibitors in yeast reporter cells, primary screen, luminescence, S. cerevisiae; S. cerevisiae SKY197-pL101 polyadenylation reporter, beta-gal luminescence; efflux-impaired pdr1/pdr3 knockout yeast; score 100 = 6 SD above DMSO; AID 1875, 2009; calls only at 12 µM; hit rate 0.02% among 300,000;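 active = lowest replicate activity score at least 50, where 100 means six control SD above control mean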;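 note: yeast exposed to compound for 9 h at 30 °C; higher score means more reporter readthrough which indicates perturbed polyadenylation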
# HDAC3 inhib: HDAC3 deacetylase inhibitors, primary screen, biochemical, fluorescence, cell-free homogeneous | Histone deacetylase 3 (Homo sapiens), O15379 | recombinant HDAC3, fluorogenic peptide/trypsin coupled | inhibition, % at 8.3 µM | hit rate 0.15% among 320,000 | AID 2718, 2010; in the data active = inhibition above about 26%, passing the limit was not always enough
# An asterisk follows results filed as active; i = inactive; x = not tested or not shown. Some of the compounds tested; rates above refer to the full screens.
SMILES,AI-2 QS mod,DYRK1A inh,Platelet DG rel,HSP90 inh,HSF-1 act,GSK3 alpha inh,HSF1 inh,GSK3B inh,PolyA inh,HDAC3 inhib
CCOC(=O)c1sc(N=NC2=C(O)CC(C)(C)CC2=O)c(C(=O)OCC)c1C,14,x,60*,0,0,0,7,-2,i,5
COc1cccc(OCC(O)CN2CCc3ccccc3C2)c1 (centres undefined),31,1,-2,-3,3,-15,-5,0,i,-3
CC(=O)Oc1ccc(N(C(C)=O)S(=O)(=O)c2cccs2)cc1,13,-1,-5,0,10,-3,1,6,i,4
CC(C)C(=O)c1c(C(C)C)nn2ccccc12,7,6,0,x,-18,0,-5,5,i,2
CCc1ccc(N2CC(C(=O)Nc3cccc(S(=O)(=O)N4CCCC4)c3)CC2=O)cc1 (centres undefined),14,4,-4,x,-1,-1,-4,-1,i,-7
CCOc1ccc(/C=N/n2c(C)nc3ccccc3c2=O)cc1,17,-1,4,-1,12,0,-5,0,i,-3
Cc1nn(Cc2ccccc2)c(Cl)c1/C=C/C(=O)OCC(=O)N(C)C1CCS(=O)(=O)C1 (centres undefined),2,-2,-4,-1,49,5,21,1,i,-1
Cc1cc(F)ccc1S(=O)(=O)Nc1ncnc2sccc12,34,1,-4,-2,1,4,-8,1,i,-3
Cn1c(COc2ccc(Br)cc2)nnc1SC1CCc2ccccc2C1=O (centres undefined),26,1,-6,2,1,0,7,-1,i,2
COc1ccc(S(=O)(=O)NNC(=O)c2cc3cc4ccccc4nc3s2)cc1,-2,19,-4,0,18,x,12,-2,i,5

# Entries listed so far printed as active in Platelet DG rel:
SMILES,AI-2 QS mod,DYRK1A inh,Platelet DG rel,HSP90 inh,HSF-1 act,GSK3 alpha inh,HSF1 inh,GSK3B inh,PolyA inh,HDAC3 inhib
CCOC(=O)c1sc(N=NC2=C(O)CC(C)(C)CC2=O)c(C(=O)OCC)c1C,14,x,60*,0,0,0,7,-2,i,5

# By substructure: those above with sulfur
SMILES,AI-2 QS mod,DYRK1A inh,Platelet DG rel,HSP90 inh,HSF-1 act,GSK3 alpha inh,HSF1 inh,GSK3B inh,PolyA inh,HDAC3 inhib
CCOC(=O)c1sc(N=NC2=C(O)CC(C)(C)CC2=O)c(C(=O)OCC)c1C,14,x,60*,0,0,0,7,-2,i,5
CC(=O)Oc1ccc(N(C(C)=O)S(=O)(=O)c2cccs2)cc1,13,-1,-5,0,10,-3,1,6,i,4
CCc1ccc(N2CC(C(=O)Nc3cccc(S(=O)(=O)N4CCCC4)c3)CC2=O)cc1 (centres undefined),14,4,-4,x,-1,-1,-4,-1,i,-7
Cc1nn(Cc2ccccc2)c(Cl)c1/C=C/C(=O)OCC(=O)N(C)C1CCS(=O)(=O)C1 (centres undefined),2,-2,-4,-1,49,5,21,1,i,-1
Cc1cc(F)ccc1S(=O)(=O)Nc1ncnc2sccc12,34,1,-4,-2,1,4,-8,1,i,-3
Cn1c(COc2ccc(Br)cc2)nnc1SC1CCc2ccccc2C1=O (centres undefined),26,1,-6,2,1,0,7,-1,i,2
COc1ccc(S(=O)(=O)NNC(=O)c2cc3cc4ccccc4nc3s2)cc1,-2,19,-4,0,18,x,12,-2,i,5

# Source: PubChem BioAssay (several laboratories)
